# LMPTP block: LMPTP (human) inhibition; P24666; recombinant LMPTP-A, OMFP fluorogenic substrate, fluorescence intensity; inhibition, % at 20 µM; 360,000 compounds, 0.22% hits;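 active = compounds that cut the enzyme signal by at least half of the control window in the single-dose screen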;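 note: plate controls were DMSO wells with enzyme plus substrate for no effect and substrate without enzyme for full effect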
# Target sequence (P24666 whole entry, looked up): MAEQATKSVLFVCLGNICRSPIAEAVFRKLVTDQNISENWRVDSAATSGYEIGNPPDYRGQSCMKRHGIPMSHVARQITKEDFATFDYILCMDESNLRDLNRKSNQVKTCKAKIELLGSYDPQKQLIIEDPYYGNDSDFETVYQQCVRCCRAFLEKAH
#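 Test system: LMPTP-A phosphatase enzyme; input: 0.625 nM LMPTP-A final; reagent: OMFP substrate, 400 µM final; compound dosing: 20 µM single dose, 3% DMSO; incubation: 50 min dark incubation at room temperature; measured by: endpoint fluorescence intensity from OMFP dephosphorylation; measure: % inhibition relative to no-enzyme and uninhibited control wells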
# DNMT1 block: DNMT1 (human) enzyme inhibition; DNMT1 molecular beacon, Hinp1I cleavage, fluorescence; 360,000 compounds, 0.83% hits; AID 588458; inhibition (reported as % activation of signal), % at 10 µM; in the data active = inhibition above about 50%
# Neddylation inh: cullin neddylation inhibition | P61081+Q13564 | TR-FRET cullin neddylation, biochemical | calls only at 25 µM | 360,000 compounds, 0.58% hits | AID 651699; in the data active = inhibition above about 36%
# CSN inh: CSN deneddylation inhibition; Q92905; Purified CSN, SCF-Nedd8-OG deneddylation, fluorescence polarization; inhibition, % at 12.5 µM; 360,000 compounds, 0.38% hits; AID 651999;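 active = pattern-corrected inhibition above about 35%, with an unprinted fluorescence ratio check between 0.5 and 1.5, limit read from the data, passing the limit was not always enough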;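 note: 0% = enzyme with substrate and 100% = substrate without enzyme; some results filed as inactive read as strong as hits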
#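 assay system = purified human Csn5 enzyme expressed in HEK293T cells | amount = 0.24 nM enzyme | buffer or medium = Tris/NaCl/DTT buffer, pH 7.5 | reagent = 10 nM SCFSkp2-Nedd8OG | compound = one concentration, 12.5 µM, 0.25% DMSO | times = 90 min reaction at room temperature | signal = FP | read-out basis = % inhibition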
# NadD block: inhibitors of Staphylococcus aureus NadD; purified NadD enzyme, colorimetric absorbance read-out; inhibition, % at 20 µM; 360,000 compounds, 0.78% hits; AID 602399; in the data active = inhibition above about 26%; note: some compounds past the cut are filed as inactive
# Rin1-Abl PPI inh: inhibitors of human Rin1-Abl protein interaction; AID 588664; 360,000 compounds, 0.4% hits; inhibition, % at 7.35 µM; TR-FRET Rin1/Abl binding, biochemical; in the data active = inhibition above about 5%, passing the limit was not always enough
# STEP block: blocks human striatal-enriched tyrosine phosphatase; P54829; 360,000 compounds, 0.25% hits; AID 588621; inhibition, % at 20 µM; recombinant STEP, OMFP fluorogenic substrate, fluorescence;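 active = inhibition at 20 µM, scaled per plate between control wells, above about 37%, limit read from the data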;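 note: 0% = DMSO with enzyme and substrate and 100% = substrate only without enzyme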
# Target sequence (P54829 whole entry, looked up): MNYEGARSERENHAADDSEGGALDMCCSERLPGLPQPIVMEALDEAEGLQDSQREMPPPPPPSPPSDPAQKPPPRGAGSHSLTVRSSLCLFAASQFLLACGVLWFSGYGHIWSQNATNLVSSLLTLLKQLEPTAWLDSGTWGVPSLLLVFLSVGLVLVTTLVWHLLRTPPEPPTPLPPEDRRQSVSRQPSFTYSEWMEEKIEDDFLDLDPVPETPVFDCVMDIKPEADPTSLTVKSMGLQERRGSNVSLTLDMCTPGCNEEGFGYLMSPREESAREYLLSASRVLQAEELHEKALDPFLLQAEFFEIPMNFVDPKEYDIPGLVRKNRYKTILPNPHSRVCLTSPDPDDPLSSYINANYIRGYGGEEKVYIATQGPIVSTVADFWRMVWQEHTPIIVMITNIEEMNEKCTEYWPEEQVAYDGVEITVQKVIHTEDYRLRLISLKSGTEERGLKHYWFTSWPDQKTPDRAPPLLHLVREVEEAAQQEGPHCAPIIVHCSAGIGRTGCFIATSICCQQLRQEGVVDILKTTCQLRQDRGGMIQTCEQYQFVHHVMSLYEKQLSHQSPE
#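 Assay system: isolated STEP enzyme / Timing: 20 min at room temperature, dark / Doses: 20 µM, 1% DMSO / Technique: fluorescence intensity, excitation 480 nm, emission 540 nm / Reagent: fluorogenic phosphatase substrate OMFP at 25 µM final / Measure: percent inhibition scaled to no-enzyme and uninhibited-enzyme controls, plate-pattern corrected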
# SUMO1-SIM PPI: modulators of human SUMO1-mediated protein-protein interactions; 360,000 compounds, 0.33% hits; P63165; AID 602429; SUMO1 binding to a labelled peptide, TR-FRET, 1 h; inhibition, % at 20 µM; in the data active = inhibition above about 37%
# Rpn11 inh: blocks the human proteasome subunit Rpn11; AID 588493; 360,000 compounds, 0.59% hits; human 26S proteasome, Ub4-pepOG fluorescence polarization; 20S core pre-blocked with epoxomicin; O00487; calls only at 20 µM;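 active = inhibition at 20 µM, scaled to each plate's controls, above about 33%, limit read from the data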
# Target sequence (O00487 whole entry, looked up): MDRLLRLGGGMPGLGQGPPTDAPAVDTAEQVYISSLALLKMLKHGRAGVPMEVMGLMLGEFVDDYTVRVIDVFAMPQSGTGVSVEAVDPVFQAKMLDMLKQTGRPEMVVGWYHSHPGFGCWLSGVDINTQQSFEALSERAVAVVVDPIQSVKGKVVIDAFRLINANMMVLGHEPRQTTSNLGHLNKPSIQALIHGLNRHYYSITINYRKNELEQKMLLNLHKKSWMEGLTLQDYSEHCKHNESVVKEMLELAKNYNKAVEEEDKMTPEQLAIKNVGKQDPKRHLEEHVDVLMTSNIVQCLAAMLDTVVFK
# Scp1 inh: blocks human Scp-1 phosphatase activity. Q9GZU7. Recombinant Scp1, phosphopeptide, malachite green phosphate absorbance. inhibition, % at 20 µM. AID 493091. 340,000 compounds, 0.88% hits;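 active = inhibition above about 50% at 20 µM, limit read from the data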;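 note: plate controls were DMSO wells with enzyme for no effect and wells lacking enzyme for full effect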
#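 Test system – truncated SCP-1 phosphatase (76-261aa) · Reagent – Phosphorylated 17-residue peptide substrate · Incubation – 45 min room-temperature reaction, 5 min colour, 30 min stabiliser · Detection – colorimetric phosphate reagent with accelerator and stabiliser, absorbance at 630 nm · Measure – % inhibition at 20 µM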
# The depositor's hits bear a star; i = inactive; . = not tested or not shown; + = active, no number.
SMILES,LMPTP block,DNMT1 block,Neddylation inh,CSN inh,NadD block,Rin1-Abl PPI inh,STEP block,SUMO1-SIM PPI,Rpn11 inh,Scp1 inh
CCN(CC)CCOCCOc1ccccc1F,-0.5,1,i,0,-6,0,-3,1,i,-7
Nc1nnnn1NCc1cccc(OCc2ccccc2)c1,1.3,-8,i,2,-3,-1,-1,0,i,-10
CCOc1nc(NC(C)C)nc(NC(C)C)n1,-1.3,-3,i,-1,5,3,-3,-1,i,-8
COC(=O)COc1ccc2c(=O)c(Oc3ccccc3)c(C)oc2c1,-0.8,1,i,0,-4,1,3,1,i,-6
COc1ccc(-c2cc(C(F)(F)F)nc(SCc3cccc(C(=O)O)c3)n2)cc1,-1.8,2,i,0,0,1,-3,17,i,-10
CCc1noc(C)c1C(=O)Nc1sc(C(=O)N(C)C)c(C)c1C#N,-1.0,-1,i,-1,0,0,-1,1,i,-13
Nc1ccc(CC(N)c2csc(Nc3cc(Oc4ccccc4)ncn3)n2)cc1 (centres undefined),-0.5,-8,i,-3,4,1,0,0,i,.
CC(=O)Nc1ccc(C2(c3ccc(NC(C)=O)cc3)NC(=O)c3ccccc32)cc1,-0.4,-6,i,-5,-1,2,1,6,i,-2
O=C(Nc1cc(Cl)ccc1N1CCCCC1)c1cccs1,2.8,-5,i,5,17,-2,-2,0,i,-3
O=C(Nc1cc(S(=O)(=O)N2CCOCC2)ccc1N1CCCC1)C1COc2ccccc2O1 (centres undefined),-0.4,0,i,0,-4,1,18,-2,i,-7
Cc1cccc(C)c1-n1nnnc1C(c1ccnc2ccccc12)N1CCN(CCN(C)C)CC1 (centres undefined),-0.8,.,i,-9,-5,.,.,-3,.,.
Cc1ccc2c(c1)CCO[C@@]21O[C@H](CCO)C[C@H](O)[C@H]1O,-2.7,3,i,3,-6,-3,-2,-3,i,.

# Two records picked at random from the list so far:
SMILES,LMPTP block,DNMT1 block,Neddylation inh,CSN inh,NadD block,Rin1-Abl PPI inh,STEP block,SUMO1-SIM PPI,Rpn11 inh,Scp1 inh
COC(=O)COc1ccc2c(=O)c(Oc3ccccc3)c(C)oc2c1,-0.8,1,i,0,-4,1,3,1,i,-6
Nc1nnnn1NCc1cccc(OCc2ccccc2)c1,1.3,-8,i,2,-3,-1,-1,0,i,-10

# Sorted by count of non-hydrogen atoms (smallest number first): ten of the compounds above
SMILES,LMPTP block,DNMT1 block,Neddylation inh,CSN inh,NadD block,Rin1-Abl PPI inh,STEP block,SUMO1-SIM PPI,Rpn11 inh,Scp1 inh
CCOc1nc(NC(C)C)nc(NC(C)C)n1,-1.3,-3,i,-1,5,3,-3,-1,i,-8
CCN(CC)CCOCCOc1ccccc1F,-0.5,1,i,0,-6,0,-3,1,i,-7
O=C(Nc1cc(Cl)ccc1N1CCCCC1)c1cccs1,2.8,-5,i,5,17,-2,-2,0,i,-3
Nc1nnnn1NCc1cccc(OCc2ccccc2)c1,1.3,-8,i,2,-3,-1,-1,0,i,-10
CCc1noc(C)c1C(=O)Nc1sc(C(=O)N(C)C)c(C)c1C#N,-1.0,-1,i,-1,0,0,-1,1,i,-13
COC(=O)COc1ccc2c(=O)c(Oc3ccccc3)c(C)oc2c1,-0.8,1,i,0,-4,1,3,1,i,-6
Nc1ccc(CC(N)c2csc(Nc3cc(Oc4ccccc4)ncn3)n2)cc1 (centres undefined),-0.5,-8,i,-3,4,1,0,0,i,.
CC(=O)Nc1ccc(C2(c3ccc(NC(C)=O)cc3)NC(=O)c3ccccc32)cc1,-0.4,-6,i,-5,-1,2,1,6,i,-2
O=C(Nc1cc(S(=O)(=O)N2CCOCC2)ccc1N1CCCC1)C1COc2ccccc2O1 (centres undefined),-0.4,0,i,0,-4,1,18,-2,i,-7
Cc1cccc(C)c1-n1nnnc1C(c1ccnc2ccccc12)N1CCN(CCN(C)C)CC1 (centres undefined),-0.8,.,i,-9,-5,.,.,-3,.,.

# Further compounds
SMILES,LMPTP block,DNMT1 block,Neddylation inh,CSN inh,NadD block,Rin1-Abl PPI inh,STEP block,SUMO1-SIM PPI,Rpn11 inh,Scp1 inh
COc1ccc(C)cc1NS(=O)(=O)c1cn(C)c(=O)n(C)c1=O,-2.6,1,i,-3,2,0,-2,1,i,-7
CCOC(=O)c1cnn(-c2cc(C)nc3c(-c4ccccc4)c(C)nn23)c1N,1.2,2,i,-1,11,0,-6,5,i,-12
Cc1cc(S(=O)(=O)NCc2ccco2)c(C)cc1Cl,0.0,-1,i,2,1,-1,1,-5,i,2
Cc1ccn2cc(CCNC(=O)C3CC=CCC3C(=O)O)nc2c1 (centres undefined),-4.8,-1,i,0,-7,0,-2,-4,i,55*
CCc1ccc(C2=NNC(=Nc3c(C)n(C)n(-c4ccccc4)c3=O)SC2)cc1,1.5,-12,i,-1,12,5,0,-3,i,-4
COc1ccc(S(=O)(=O)Nc2nc3c(s2)CCCC3)cc1,1.7,-1,i,-7,0,4,1,1,i,5
CCC1CN(C)C2Cc3c([nH]c4ccccc34)C(=O)CC1C2C(=O)OC (centres undefined),-1.2,-2,.,-2,2,-2,2,-8,i,-1
COC(=O)CCCNC(=O)c1ccc2oc(CCCc3ccccc3)nc2c1,-0.1,-2,i,-1,-2,0,-2,6,i,-12
COc1ccc(C2C(C#N)=C(N)Oc3c2oc(CO)cc3=O)c(OC)c1OC (centres undefined),-0.9,7,i,5,0,-6,3,2,i,-8
NCCc1nnc(SCC(=O)Nc2ccc(Br)cc2)o1,-1.1,-1,i,0,-6,-2,1,3,i,-5
COc1ccc(CNC(=O)C(=O)NC2CCC(C)CC2)cc1 (centres undefined),1.0,-4,i,2,2,-3,-1,-2,i,-1
CC(=O)C1=C(O)C(=O)N(Cc2ccccc2)C1c1cccc([N+](=O)[O-])c1 (centres undefined),1.3,0,i,0,1,6,2,-5,i,0
CCCCOc1ccccc1NC(=O)CSc1nnnn1C(C)(C)C,1.2,0,i,5,0,0,-1,0,i,-6
N/C(=N\OC(=O)CCCC(=O)O)c1ncc(C(F)(F)F)cc1Cl,0.3,0,i,-9,-2,3,-1,3,i,-1
CCCC(=O)Nc1ccc(N2CCN(C(=O)c3cccs3)CC2)cc1,-0.5,0,i,1,5,-1,-2,-4,i,5
COC(=O)CSc1nc(C)cc(N2CCOCC2)n1,-0.6,1,i,-8,-4,-3,0,6,i,-5
Cc1ccc(S(=O)(=O)N2CCCCC2)cc1C(=O)NCC1CCCO1 (centres undefined),-0.8,2,i,3,-2,2,-2,5,i,9
O=S(=O)(Nc1cccc2ccccc12)c1ccccc1,1.2,0,i,5,-5,1,-1,-5,i,-4
CNC(=S)N1N=C(c2ccc(Br)cc2)CC1c1ccc(N(C)C)cc1 (centres undefined),3.9,-8,i,-8,4,1,2,-9,i,0
Cc1c(NS(=O)(=O)c2cc(C(=O)OCC(=O)N3CCC(C)CC3)ccc2Cl)c(=O)n(-c2ccccc2)n1C,-0.9,0,i,1,-14,3,-3,-1,i,-1
CN1c2ccsc2C(O)=C(C(=S)Nc2ccc(F)c(Cl)c2)S1(=O)=O,-0.4,-7,i,4,3,2,13,4,i,-10
O=C(O)c1cccc(-n2cccc2/C=C2\NC(=O)N(Cc3ccc(F)cc3)C2=O)c1,3.6,107*,i,21,3,2,6,2,i,46
COCCCn1c(=N)c(C(=O)NCc2ccc3c(c2)OCO3)cc2c(=O)n3cccc(C)c3nc21,1.9,3,i,-4,-2,-7,2,-25,i,1
CC(C)c1ccc(C(C)NCCS(=O)(=O)c2ccc(Cl)cc2)cc1 (centres undefined),-1.1,4,i,2,-9,1,0,7,i,1
COc1cc(NC(=O)c2cccc([N+](=O)[O-])c2C)ccc1NC(=O)c1ccco1,0.4,-4,i,-3,-8,-2,0,0,i,-14
CC1(c2ccc(OCC#N)cc2)C=C(c2ccc(OCC#N)cc2)n2nc(C(F)(F)F)nc2N1 (centres undefined),1.4,-12,i,8,-6,-1,-4,-4,i,-7
COc1cc(OC)c2c(-c3ccccc3)cc(=O)oc2c1,0.9,-1,i,4,-2,-1,-1,0,i,15
COc1ccc(NC(=O)CSc2nnc(C3CC3)n2C)cc1S(=O)(=O)N1CCOCC1,-1.0,7,i,-1,-1,3,1,10,i,17
COc1ccc(Nc2cc(C)nc3ccc(OC)cc23)cc1,1.4,17,i,2,-6,-2,-2,-16,i,9
Cn1cc(Cl)c(C(=O)OCC(=O)Nc2cccc(Cl)c2)n1,-0.5,-1,i,-5,-2,1,0,-1,i,-9
Cc1ccc(C)c(NC(=O)c2ccc3nccnc3c2)c1,0.7,2,i,2,-3,2,-1,-17,i,-4
Cc1ccc(C)c(C(Nc2ccccc2)c2ccc3ccc(C)nc3c2O)c1 (centres undefined),1.9,.,i,1,.,.,.,-3,.,.
COc1ccc(CC(=O)N2CCN=C2SCc2cccc([N+](=O)[O-])c2)cc1,1.4,2,i,-4,-2,0,4,-25,i,6
CC(=O)c1cccc(CN2CCN(Cc3ccc(F)cc3)C(CCO)C2)c1 (centres undefined),-0.9,5,i,0,0,4,-1,-4,i,-2
O=C(COC(=O)CCc1nc2ccccc2c(=O)[nH]1)NCc1ccc(F)cc1,-1.7,-3,i,-2,1,0,4,-2,i,-8
COc1ccccc1CC(=O)Nc1ccc(O)cc1C(=O)O,-2.5,2,+,1,6,1,0,-2,i,-4
NS(=O)(=O)c1ccc(CNC(=O)c2ccccn2)cc1,-1.4,1,i,1,-3,-3,-3,-5,i,-2
COc1ccccc1NC(=O)Nc1c(C)n(C)n(-c2ccccc2)c1=O,-1.8,0,i,0,5,-2,0,-2,i,18
Cc1[nH]c2ccccc2c1/C=N/NC(=O)c1ccc(N)cc1,-0.5,-4,i,5,-4,2,-3,2,i,-3
C/C=C/c1ccc(OCCCN2C(=O)NC(C)(C)C2=O)c(OC)c1,-0.8,5,i,-2,-7,3,1,4,i,-3
N=c1n(CCN2CCCCC2)c2ccccc2n1CC(=O)c1ccc(Cl)c(Cl)c1,2.8,-6,i,-1,-3,-1,5,1,i,0
Cc1noc(C)c1C(=O)OCC(=O)N1CCc2ccccc21,-0.3,-3,i,1,-2,2,-4,-2,i,-4
COc1ccccc1NC(=O)COC(=O)CCc1ccc(S(=O)(=O)N2CCOCC2)cc1,-1.0,4,i,-2,-12,6,1,-1,i,-5
O=C(CSc1ccccc1C(=O)O)NC1CCCCCCC1,-0.8,3,i,-4,-3,-1,-5,3,i,-4

# High-throughput results (PubChem BioAssay)
